PhoP inhibition = inhibitors of PhoP regulon expression, primary screen, Salmonella Typhimurium, GFP reporter (AID 1863) | S. Typhimurium PhoP-regulated promoter GFP reporter, 4 h; higher % means a stronger effect | inhibition, % at 50 µM, or IC50 in µM where a hit was titrated | 0.16% of 300,000 active;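 active means inhibition over 29.93%, a cutoff 3 SD above the screen mean, later confirmed by dose response; inconclusive means inhibition over 29.93% but no dose response follow-up; inactive means inhibition at most 29.93% or unconfirmed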;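 further: 0% = low Mg2+ inducing control and 100% = high Mg2+ repressing control; strong numbers were not always called active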
GPR55 antagonists = inhibition of LPI-stimulated GPR55 beta-arrestin translocation – imaging, U2OS, beta-arrestin-GFP, LPI agonist, primary screen (AID 2013); U2OS GPR55 beta-arrestin-GFP translocation imaging, LPI antagonism; higher % means a stronger effect; inhibition, % at 10 µM; hits with a dose series show IC50 in µM; 0.13% of 290,000 active;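 active means spots per cell inhibited over 60%, with over 100 cells counted and total cytoplasm intensity under 500,000; inconclusive means wells with under 100 cells, flagged as likely toxic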;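 further: U2OS cells stably carrying GPR55 and arrestin-GFP stimulated by 5 µM LPI near EC80; imaged beta-arrestin-GFP aggregate spots per cell after agonist stimulation; plate controls were LPI-stimulated DMSO wells for no effect and DMSO wells without LPI for full effect; some results filed as inactive read as strong as hits; confirmed hits need IC50 under 10 µM and bright autofluorescent wells are also inconclusive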
HIV fusion peptide = cell-free HIV fusion peptide-binding blockers – biochemical, uHTS, fluorescence dequenching, primary screen (AID 1986). one-dose inhibition, % at 20 µM; IC50 in µM for titrated hits. 0.3% of 290,000 active. cell-free peptide binding, fluorescence dequenching, 30 min; higher % means a stronger effect; in the data active means inhibition mostly above about 52%, no sharp cut-off; inactive means mostly below about 76%; further: some results filed as inactive read as strong as hits
LYP phosphatase = PTPN22 lymphoid phosphatase activity blockers – biochemical, fluorescence intensity, uHTS (AID 1779). recombinant LYP phosphatase, fluorescence intensity; higher % means a stronger effect. one-dose inhibition, % at 11.5 µM; IC50 in µM for titrated hits. 0.054% of 290,000 active; in the data active means inhibition above about 50%;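 further: plate controls were vehicle with enzyme for no effect and no enzyme for full effect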
GPR35 arrestin U2OS = inhibition of zaprinast-stimulated GPR35 beta-arrestin translocation – imaging, U2OS, beta-arrestin-GFP, zaprinast agonist, primary screen (AID 2058). U2OS GPR35 beta-arrestin-GFP translocation imaging, zaprinast antagonism; higher % means a stronger effect. inhibition, % at 10 µM, or IC50 in µM where a hit was titrated. 0.052% of 290,000 active;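 active means inhibition of at least 50% with at least 30 cells and total cytoplasm GFP at most 10,000,000; inconclusive means under 30 cells or total GFP of 10,000,000 plus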
Myeloid diff MLP = myeloid differentiation induction | calls only at 10 µM | 1% of 360,000 active | ER-HoxA9 myeloid progenitors, lysozyme-GFP differentiation, flow cytometry;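 active means normalized GFP-positive differentiation at or above the plate's own cutoff, the solvent-only control mean plus 3 SD; inconclusive means no clear call, values can overlap the other calls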;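 further: cells exposed to compound for four days before flow analysis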
NTR1 ag = NTR1-driven beta-arrestin-GFP spot formation – imaging, U2OS cells, high content, primary screen (AID 493036); 0.17% of 330,000 active; activation, % at 20 µM; agonist mode;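 active means activation at or above 40% of the spot to cytoplasm intensity ratio, with at least 20 cells analyzed; inconclusive means wells under 20 cells, flagged as cytotoxic or low count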;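 further: 0% = DMSO without peptide and 100% = 100 nM NTR1 peptide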
Target sequence (P30989 whole entry, looked up): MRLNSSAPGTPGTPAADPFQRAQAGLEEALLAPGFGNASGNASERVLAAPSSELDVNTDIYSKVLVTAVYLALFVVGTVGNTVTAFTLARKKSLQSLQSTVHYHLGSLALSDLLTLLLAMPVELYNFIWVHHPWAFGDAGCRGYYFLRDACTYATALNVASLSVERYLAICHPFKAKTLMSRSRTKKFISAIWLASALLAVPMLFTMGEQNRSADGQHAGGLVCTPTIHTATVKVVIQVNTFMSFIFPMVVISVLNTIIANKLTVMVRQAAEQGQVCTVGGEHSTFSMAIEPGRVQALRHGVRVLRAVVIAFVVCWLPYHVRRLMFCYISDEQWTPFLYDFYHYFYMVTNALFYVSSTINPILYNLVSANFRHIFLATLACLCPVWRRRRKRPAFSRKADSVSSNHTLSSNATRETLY
MgcRacGAP inhibition = MgcRacGAP GTPase-activating activity inhibitors, confirmation, biochemical, ADP Hunter fluorescence. MgcRacGAP-stimulated Rac1 GTP hydrolysis, ADP Hunter fluorescence; higher % means a stronger effect; GST-tagged Rac1 F28L mutant substrate. inhibition, % at 30 µM; hits with a dose series show IC50 in µM. 0.6% of 340,000 active;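 active means first-screen hits whose inhibition reached a set limit at any dose in the follow-up dose series; inconclusive means inhibition above the set first-screen limit but never retested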;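 further: fluorescence reports GDP produced by GAP-driven GTP hydrolysis; strong numbers were not always called active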
SIAH1 antagonists = blockers of Siah-1 interaction with plectin peptide – biochemical, fluorescence polarization, rhodamine-plectin, uHTS, primary screen (AID 1817); Siah-1 / rhodamine-plectin peptide fluorescence polarization; higher % means a stronger effect; displacement, % at 20 µM, or IC50 in µM where a hit was titrated; 0.02% of 290,000 active;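 active means displacement of at least 50% at 20 µM, with a fluorescence ratio check between 0.3 and a set limit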;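 further: plate controls were Siah plus tracer with DMSO for no effect and tracer alone without Siah for full effect; strong numbers were not always called active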
NTR1 ag cell count 20 µM = recorded beside NTR1 ag, whose call it bears; cell count; measured here: cell count, cytotoxicity flag
Myeloid diff MLP GFP+ MAC1+ % = also measured in Myeloid diff MLP; calls as there; GFP+ MAC1+ double positive, %; measured here: differentiation confirmed by MAC1 staining
Numbers without * were called inactive; i = inactive; u = inconclusive; x = not tested or not shown; + = active, no number.

SMILES | PhoP inhibition | GPR55 antagonists | HIV fusion peptide | LYP phosphatase | GPR35 arrestin U2OS | Myeloid diff MLP | Myeloid diff MLP GFP+ MAC1+ % | NTR1 ag | NTR1 ag cell count 20 µM | MgcRacGAP inhibition | SIAH1 antagonists
CC1Cc2cc(/C(O)=C3/C(=O)C(=O)N(CCCN4CCOCC4)C3c3ccc(C(C)C)cc3)ccc2O1 (centres undefined) | 1% | 6% | 1.6% | -5% | -8% | i | 2.7 | 0.7 | 61 | 8% | 2%
CCC1CCC(C(=O)NC(C(=O)NCCN2CCOCC2)C(C)C)CC1 (centres undefined) | 6% | 5% | -0.4% | -3% | 4% | i | 1.2 | 2.2 | 45 | 3% | 8%
O=C1CCCN2N=C(SCC(=O)Nc3nccs3)SC2=N1 | -11% | -3% | -1.1% | -6% | 9% | i | 0.9 | 1.0 | 48 | -1% | 24%
CSc1nc2c(c(=O)[nH]c(=O)n2C)n1Cc1ccc(Cl)cc1 | -1% | 9% | 0.1% | 3% | -6% | i | 0.6 | -0.2 | 72 | 11% | 6%
Cc1cc(CN(C)C(=O)CC2C(=O)NCCN2Cc2c(F)cccc2Cl)n[nH]1 (centres undefined) | 3% | 12% | -1.9% | -7% | 5% | i | 0.2 | -1.1 | 35 | 6% | 1%
CCN(CC)CCNC(=O)CCc1nn(C)c(=O)c2ccccc12 | -8% | 6% | -0.8% | -6% | 0% | i | 0.6 | 0.5 | 51 | 10% | -5%
O=C(Nc1ccccc1)c1ccc2nsnc2c1 | 2% | -24% | -3.4% | -3% | 18% | i | 0.7 | -1.4 | 80 | 3% | -6%
COc1ccc(/C(O)=C2/C(=O)C(=O)N(CC3CCCO3)C2c2cccc(OC)c2)cc1 (centres undefined) | -8% | 3% | -3.8% | -3% | 13% | i | 1.3 | -0.4 | 57 | 3% | -7%
O=S(=O)(c1ccccc1)N1CCN=C1SCc1cccnc1 | -3% | -3% | -0.4% | -6% | -10% | i | 0.1 | -0.3 | 76 | 12% | 1%
COc1ccc(NC(=O)Nc2c[nH]c(=O)[nH]c2=O)cc1OC | -3% | 4% | 3.2% | -2% | 14% | i | 0.9 | 1.0 | 37 | x | 2%
COc1cccc(S(=O)(=O)Nc2cccc(C(=O)N3CCCCCC3)c2)c1 | 0% | 2% | 0.8% | 5% | 13% | i | 0.6 | 1.7 | 39 | 8% | 20%
CCN(C(=O)CSc1nnc(Cc2cccc3ccccc23)n1N)C1CCS(=O)(=O)C1 (centres undefined) | -9% | 5% | -0.8% | -4% | 16% | i | 1.6 | 0.6 | 36 | 6% | -1%
O=C(CC1S/C(=N/N=C/c2ccco2)NC1=O)Nc1cccc(Cl)c1Cl (centres undefined) | 4% | -1% | 3.7% | -3% | 0% | i | 0.4 | 0.7 | 40 | -2% | 6%
CCOC(=O)c1sc(N(C)C(C)=O)nc1C | 18% | 27% | 3.4% | 0% | -9% | i | 0.4 | -0.9 | 98 | 4% | 3%
O=C(NCc1ccc2c(c1)OCO2)C(=O)NCC1OCCCN1S(=O)(=O)c1cc(F)ccc1F (centres undefined) | -6% | 14% | -1.3% | -6% | 0% | i | 0.7 | 0.1 | 65 | 5% | 3%
O=C(c1cccs1)N1CCN(CCc2ccccc2)CC1 | 1% | 2% | 2.6% | -1% | -5% | i | 1.5 | 0.6 | 61 | 6% | 2%
Cc1ccc(-c2nc(C(=O)O)cs2)cc1 | -6% | 3% | 0.8% | -4% | 1% | i | 0.4 | 1.1 | 63 | 6% | -10%
COc1ccc(N2C(=O)CC(NNC(=O)c3cccnc3)C2=O)cc1 (centres undefined) | 5% | 10% | -2.4% | -5% | 9% | i | 1.0 | -0.1 | 48 | 16% | 3%
CC1(C)CC(=O)C(C(O)c2ccccc2)C(C)(C)N1 (centres undefined) | -2% | 1% | -0.4% | -3% | 11% | i | 0.4 | -0.7 | 44 | -2% | 7%
COc1ccc(-n2c(Cc3cccn3C)nnc2SCC(=O)Nc2ccc(Cl)cc2)cc1 | 13% | 11% | 2.6% | 10% | -8% | i | 4.0 | -0.1 | 50 | -6% | -7%
Cc1ccc(C)c(S(=O)(=O)Nc2ccc(O)cc2)c1 | 9% | 6% | -3.0% | 1% | 6% | i | 0.9 | -0.2 | 81 | u | 0%
CC1(C)Cc2c(C#N)c(SCc3nc4ccccc4[nH]3)nc(N3CCOCC3)c2CO1 | -5% | 15% | 0.1% | -8% | 11% | i | 1.5 | 1.3 | 93 | 23% | 4%
Cc1cccc(N/C=C/C(=O)c2cccs2)c1C | -4% | -5% | 2.1% | -6% | -6% | i | 2.7 | 7.9 | 77 | -14% | 6%
O=C(NCc1ccc(Cl)cc1)C(=O)NCC1OCCN1S(=O)(=O)c1ccc2c(c1)OCCO2 (centres undefined) | 9% | 6% | 1.1% | 0% | 2% | i | 1.6 | -0.4 | 87 | 7% | 12%
Cc1cccc(NC(=S)N(CCN2CCOCC2)Cc2cc3cc4c(cc3[nH]c2=O)OCCO4)c1 | -2% | 6% | -0.7% | -6% | -4% | i | 0.2 | 0.2 | 47 | 2% | -5%
CC(C)c1nnc(NC(=O)Cc2ccccc2[N+](=O)[O-])s1 | -2% | 13% | -0.2% | -7% | 16% | i | 1.0 | 0.0 | 41 | 7% | 4%
O=[N+]([O-])c1ccc(/C=[N+](\[O-])[C@@H]2CCCC[C@@H]2/[N+]([O-])=C/c2ccc([N+](=O)[O-])o2)o1 | 6% | 7% | 31% | -5% | 7% | + | 3.5* | 0.1 | 81 | 11% | 4%
CCC(C)[C@H](NC(=O)N1CCn2c1nc1ccccc12)C(=O)NCCc1ccccc1 (some centres undefined) | 5% | 6% | -0.4% | -11% | -3% | i | 0.6 | 6.2 | 50 | -1% | -3%
O=C(NC1CCCCC1)c1ccc(Br)o1 | 3% | 15% | 1.5% | -3% | 15% | i | 0.7 | 0.0 | 63 | 8% | 12%
CCOC(=O)CN(C(=O)Cn1nnc2ccccc21)C(C(=O)NCCOC)c1ccccc1C (centres undefined) | 10% | -2% | 13% | -10% | -1% | i | 0.3 | 4.3 | 57 | 7% | 5%
CCCn1c(SCC(=O)N2c3ccccc3Sc3ccccc32)nc2ccccc21 | 12% | 10% | -1.7% | 7% | 0% | i | 0.8 | 1.2 | 96 | 17% | 9%
O=C(CSc1nnc(-c2ccccc2Cl)o1)Oc1ccc(Br)cc1 | 0% | 2% | 0.4% | -6% | -10% | i | 1.7 | -0.8 | 44 | 6% | 7%
COc1ccc(S(=O)(=O)N2CCN(c3c(C)cccc3C)CC2)cc1OC | 2% | 16% | -3.1% | -7% | -11% | i | 2.5 | 3.3 | 53 | 6% | 0%
COC(=O)c1cccc(NC(=O)CN2C(=O)c3ccccc3C2=O)c1 | 16% | -2% | -0.5% | -12% | -12% | i | 0.8 | 0.2 | 64 | -4% | 0%
COc1ccc(NS(=O)(=O)c2ccc(C(=O)N3CCN(Cc4ccccc4)CC3)cc2)cc1 | 4% | 9% | -0.8% | -5% | 5% | i | 0.1 | -0.2 | 33 | -2% | 3%
O=C(CSc1nnc(C2CC2)n1CC1CCCO1)Nc1ccc(Cl)cc1 (centres undefined) | -2% | 7% | 0.6% | -8% | 10% | i | 3.5 | 0.4 | 49 | 0% | 1%
COc1ccc(C)cc1Nc1nc(C)nc2sc(C)cc12 | 5% | -5% | 1.6% | -1% | 2% | i | 0.4 | 5.2 | 73 | 10% | -1%
Cc1oc2cc(O)cc(C)c2c(=O)c1-c1cnn(-c2ccccc2)c1 | 15% | 7% | -4.5% | 2% | 3% | i | 0.5 | 17 | 52 | 5% | -8%
COc1ccc(-c2c(C(C)=O)c(C)nc3sc4c(c23)NC(c2ccccc2)NC4=O)cc1 (centres undefined) | 7% | 16% | 8.5% | -9% | 7% | i | 0.6 | 4.4 | 61 | 11% | -1%
CCCC(=O)N1CCN(c2ccc(NC(=O)c3ccc([N+](=O)[O-])o3)cc2Cl)CC1 | 0% | 6% | 0.7% | -3% | -10% | x | x | x | x | -2% | 9%
O=C(NCc1ccc2c(c1)OCO2)c1c[nH]c2ccc(S(=O)(=O)N3CCOCC3)cc2c1=O | 5% | 33% | -3.2% | 6% | 8% | i | 9.3 | 3.6 | 58 | -15% | 4%
CCOc1ccccc1NC(=O)c1ccccc1NS(C)(=O)=O | 7% | 10% | 0.3% | -1% | -6% | i | 0.5 | 0.4 | 61 | 4% | -2%
O=C(CSc1nccn1-c1ccccc1)c1ccc(Cl)cc1 | -12% | -3% | -2.7% | -2% | -5% | i | 2.0 | 0.5 | 52 | -4% | -3%
Cc1nc(C)c(Cc2ccccc2Cl)c(=O)[nH]1 | 15% | -7% | -0.4% | -4% | 16% | i | 0.2 | 1.7 | 43 | 2% | 1%
O=C(Cc1ncc(C(F)(F)F)cc1Cl)NNc1cccc(F)n1 | 13% | 6% | 1.1% | -10% | 4% | i | 0.2 | 2.6 | 76 | 5% | -1%

By substructure, those above containing bromine.
SMILES | PhoP inhibition | GPR55 antagonists | HIV fusion peptide | LYP phosphatase | GPR35 arrestin U2OS | Myeloid diff MLP | Myeloid diff MLP GFP+ MAC1+ % | NTR1 ag | NTR1 ag cell count 20 µM | MgcRacGAP inhibition | SIAH1 antagonists
O=C(NC1CCCCC1)c1ccc(Br)o1 | 3% | 15% | 1.5% | -3% | 15% | i | 0.7 | 0.0 | 63 | 8% | 12%
O=C(CSc1nnc(-c2ccccc2Cl)o1)Oc1ccc(Br)cc1 | 0% | 2% | 0.4% | -6% | -10% | i | 1.7 | -0.8 | 44 | 6% | 7%

The listing continues:
SMILES | PhoP inhibition | GPR55 antagonists | HIV fusion peptide | LYP phosphatase | GPR35 arrestin U2OS | Myeloid diff MLP | Myeloid diff MLP GFP+ MAC1+ % | NTR1 ag | NTR1 ag cell count 20 µM | MgcRacGAP inhibition | SIAH1 antagonists
CC(=O)c1cc(CN2C(=O)CCC2=O)cs1 | -3% | -10% | 1.5% | 1% | 2% | i | 1.3 | 0.3 | 45 | 1% | -2%
Cn1c(SCc2nc3ccccc3n2CCO)nc2ccccc21 | 2% | 13% | -1.5% | -1% | 12% | i | 0.8 | 0.1 | 66 | -3% | -2%
CCOc1ccc(NC(=O)Nc2cccc(C)n2)cc1 | 4% | 49% | -0.3% | -1% | -14% | i | 0.4 | -1.3 | 91 | 8% | -3%
COc1ccc(-c2cc(C(=O)Oc3ccc([N+](=O)[O-])cc3)c3ccccc3n2)cc1 | 12% | 20% | 2.1% | -3% | 11% | i | 0.3 | -0.2 | 88 | 5% | 2%
